High-throughput results (PubChem BioAssay)
ALDH1A1 inh – ALDH1A1 (human) enzyme inhibition. P00352. Purified ALDH1A1, NADH fluorescence, propionaldehyde substrate. Potency, µM (titrated, usually from 75.3 µM), for the others: top-dose activity, negative = inhibition, actives largely listed as inhibitors. actives 7.3% (n = 220,000); active = well fitted inhibition curve with a large enough effect, not every such curve was filed as active; inconclusive = small, poorly fitted or top-dose-only effect, or another doubt; inactive = no such curve, though single readings can be large or run the other way;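 note: plate controls were no enzyme wells and a reference inhibitor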
Tau fibril FP – blocks human tau fibril formation measured by polarization; P10636; K18 P301L tau heparin fibrillization, Alexa594 FP, 6 h; Potency, µM (top dose mostly 57.7 µM), without a hit: at the highest dose activity, negative = inhibition, usual class: inhibitors; actives 0.39% (n = 280,000); AID 1468; note: nearly all actives have a fitted effect of over 55% in size
Target sequence (P10636 561-689 P618L limits assumed): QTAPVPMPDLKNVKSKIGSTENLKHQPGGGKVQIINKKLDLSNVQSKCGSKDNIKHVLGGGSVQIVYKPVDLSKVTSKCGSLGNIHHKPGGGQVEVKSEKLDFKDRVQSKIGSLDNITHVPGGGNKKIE
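Read-out: fluorescence polarization of Alexa 594-labeled tau (0.24 uM), 555 nm excitation, 632 nm emission. Mixtures held 15 uM unlabeled K18 P301L, compound and 20 uM heparin, pH 7 acetate buffer, incubated 6 hr at 37 C.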
L3MBTL1 inh – L3MBTL1 (human) inhibition; actives 0.66% (n = 230,000); Potency, µM (top dose mostly 57.1 µM), inactives show at the top dose activity, negative = inhibition, most hits filed as inhibitors; AlphaScreen L3MBTL1–H3K9me1 peptide binding; Q9Y468; note: nearly all actives have a fitted effect of over 60% in size
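AlphaScreen proximity signal between nickel-chelate acceptor and streptavidin donor beads (final 10 ug/mL) reports binding of 50 nM L3MBTL1 to 75 nM biotin-H3 K9me1 peptide; complex incubated with compounds 30 min at room temperature; cefsulodin titration as control.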
TRb-SRC2 inh – TRbeta-SRC2 interaction inhibition; P10828; TRbeta-SRC2 peptide binding, fluorescence polarization; receptor liganded with 1 µM T3; Potency, µM (top dose mostly 106 µM), without a hit: at the top dose activity change, negative = inhibition, usual class: inhibitors; actives 0.065% (n = 280,000); AID 1469;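 note: plate controls were bound peptide for no effect and peptide without receptor for full effect; nearly all actives have a fitted effect of over 50% in size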
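Human TRb ligand-binding domain (0.6 uM) is mixed with 20 nM Texas Red SRC2 peptide and 1 uM T3; after compound addition and 5 hr at ambient temperature, polarization is measured and normalized to unbound and bound controls.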
Tau fluor counter – counter-screen for tau fibril formation inhibitors; Potency, µM (series often up to 57.7 µM), inactives show at the highest dose activity change, negative = decrease; actives 0.93% (n = 280,000); tau K18 P301L Alexa594 fluorescence, heparin fibrillization; note: nearly all actives have a fitted effect of over 55% in size
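Human tau K18 P301L (15 uM unlabeled, 0.24 uM Alexa 594-labeled) in 100 mM sodium acetate pH 7 with 20 uM heparin, 6 hr at 37 C. ThT 30 uM added, 1 hr ambient; Alexa 594 FP and total fluorescence read at 555/632 nm.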
Tau fibril ThT – tau fibrillization inhibition (ThT binding); recombinant tau K18 P301L, heparin-induced fibrillization, ThT fluorescence; Potency, µM (series often up to 57.4 µM), for the others: at the top dose activity, negative = inhibition, hits mostly inhibitors; actives 2.1% (n = 270,000); AID 1460; note: nearly all actives have a fitted effect of over 55% in size
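ThT emission at 510 nm, taken 1 hr after adding 30 uM dye, quantifies aggregates formed when 20 uM heparin acts on human tau K18 P301L for 6 hr at 37 C.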
TexasRed fluor – counter-screen for TRb-SRC2 inhibitors: fluorescence interference; actives 0.29% (n = 280,000); AID 1479; TRb/SRC2 Texas Red total fluorescence interference; Potency, µM (doses to about 106 µM), inactives show top-dose fluorescence change, negative = quenching; active = well fitted curve in either direction with a large enough effect; inconclusive = small, poorly fitted or top-dose-only effect
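Flags fluorescent or light-absorbing compounds by total fluorescence, S + 2P, at 555 nm excitation and 632 nm emission. Mixture: 20 nM Texas Red SRC2 peptide, 0.6 uM human TRb LBD, 1 uM T3, 5% DMSO; compound exposure 5 h at ambient temperature.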
aGal spleen mod – alpha-galactosidase A (human) modulation; P06280; human spleen homogenate, 4MU-alpha-Gal fluorescence, 40 min; Potency, µM (doses to about 80 µM), for inactives: top-dose activity change, negative = inhibition, usual class: inhibitors; actives 0.008% (n = 240,000);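 note: 0% = enzyme with vehicle and -100% = no enzyme basal signal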
Target sequence (P06280 32-429 limits assumed): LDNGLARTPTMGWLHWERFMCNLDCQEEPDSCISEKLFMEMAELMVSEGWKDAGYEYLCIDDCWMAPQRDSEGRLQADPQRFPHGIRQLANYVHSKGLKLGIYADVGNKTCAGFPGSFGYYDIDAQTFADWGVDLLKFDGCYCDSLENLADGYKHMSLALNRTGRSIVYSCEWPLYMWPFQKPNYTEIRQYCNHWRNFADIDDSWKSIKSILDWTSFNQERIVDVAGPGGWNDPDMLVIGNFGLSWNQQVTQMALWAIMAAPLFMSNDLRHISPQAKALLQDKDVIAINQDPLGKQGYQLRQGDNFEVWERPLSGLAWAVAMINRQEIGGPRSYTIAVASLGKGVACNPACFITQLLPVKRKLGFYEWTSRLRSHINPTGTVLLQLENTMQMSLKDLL
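qHTS titration in buffer at pH 5.0. Alpha-galactosidase activity in spleen homogenate was measured via 4-methylumbelliferone release from 1 mM fluorogenic substrate after 40 min at 37C and a pH 10 stop. AC50 came from Hill fits of control-normalized data.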
* hit, by the source's call; u = inconclusive; x = no result given; [ ] = another dose, or the depositor's remark. Unless noted, calls come from the whole dose curve; as a rule, active = well fitted curve in the direction sought with a large enough effect; inconclusive = small, poorly fitted or top-dose-only effect, or another doubt; inactive = no such curve, though single readings can be large; an effect the other way counts as inactive or inconclusive. Unless noted, % is set by controls: 0 for no effect and ±100 for the full control effect; potency is the fitted concentration of half-maximal effect.

Compound | ALDH1A1 inh | Tau fibril FP | L3MBTL1 inh | TRb-SRC2 inh | Tau fluor counter | Tau fibril ThT | TexasRed fluor | aGal spleen mod
O=C(N/N=C/C(Br)=C/c1ccccc1)c1cccs1 | -6% | u | -6% | -1% | u | -1% | -2% | -9%
Cc1nc2cccnc2n1C1CCN(S(=O)(=O)c2ccc(Cl)cc2)CC1 | x | 7% | x | 3% | -6% | -1% | -1% | x
Cc1nnc2c(N3CCN(c4ccccc4)CC3)nc3ccc(C(=O)c4ccccc4)cc3n12 | x | 1% | x | -10% | -7% | -3% | -2% | x
COc1cccc(-c2nc(S(=O)(=O)c3ccccc3)c(N3CCC(C)CC3)o2)c1 | x | 0% | x | 0% | -19% | -5% | -1% | x
O=[N+]([O-])c1ccc(-c2csc3[n+]2CCS3)cc1 | u | 0% | x | -3% | -17% | u | -3% | 2%
COc1ccc(-c2[nH]ncc2CN(C)C(C)c2ccncn2)c(F)c1 (stereo unspecified) | u | -5% | -2% | -9% | -5% | -7% | -5% | 5%
COc1ccccc1CN1CCCC(C(=O)N(C)Cc2ccccc2)C1 (stereo unspecified) | u | -8% | -4% | -15% | -10% | 3% | -1% | 0%
Cc1ccc(C)c(N2CCN(C(c3ccc(N(C)C)cc3)c3nnnn3C(C)(C)C)CC2)c1 (stereo unspecified) | -13% | 13% | -11% | 5% | u | u | -5% | 0%
O=C(NCCc1c[nH]c2ccccc12)c1cc2sccc2n1Cc1ccccc1 | u | -7% | x | 2% | 8.9µM*[quencher] | -18% | 1% | -1%
Cc1ccc(CNC(=O)c2cc3c(=O)oc4ccc(C)cc4c3s2)cc1 | x | 3% | x | 1% | -5% | 0% | -4% | x
COc1ccccc1CNC(=O)c1cccc(NC(=O)N2CCSc3ncccc32)c1 | x | -2% | x | -4% | 11% | 15% | 0% | x
COc1ccc(/C=N\NC(=O)c2cccc(Br)c2)c(OC)c1 | -15% | -3% | -15% | -1% | -12% | -4% | -1% | 0%

Fetched one by one from above:
Compound | ALDH1A1 inh | Tau fibril FP | L3MBTL1 inh | TRb-SRC2 inh | Tau fluor counter | Tau fibril ThT | TexasRed fluor | aGal spleen mod
COc1cccc(-c2nc(S(=O)(=O)c3ccccc3)c(N3CCC(C)CC3)o2)c1 | x | 0% | x | 0% | -19% | -5% | -1% | x
O=[N+]([O-])c1ccc(-c2csc3[n+]2CCS3)cc1 | u | 0% | x | -3% | -17% | u | -3% | 2%
Cc1ccc(CNC(=O)c2cc3c(=O)oc4ccc(C)cc4c3s2)cc1 | x | 3% | x | 1% | -5% | 0% | -4% | x
O=C(NCCc1c[nH]c2ccccc12)c1cc2sccc2n1Cc1ccccc1 | u | -7% | x | 2% | 8.9µM*[quencher] | -18% | 1% | -1%
COc1ccc(-c2[nH]ncc2CN(C)C(C)c2ccncn2)c(F)c1 (stereo unspecified) | u | -5% | -2% | -9% | -5% | -7% | -5% | 5%

Additional structures
Compound | ALDH1A1 inh | Tau fibril FP | L3MBTL1 inh | TRb-SRC2 inh | Tau fluor counter | Tau fibril ThT | TexasRed fluor | aGal spleen mod
CC1NC(=O)NC1CCCCCC(=O)Nc1ccc(F)cc1 (stereo unspecified) | 9% | 11% | x | -1% | 0% | 5% | -1% | 1%
COc1ccc(NC(C)C(=O)Nc2ccc(C#N)cc2)cc1Cl (stereo unspecified) | -4% | 18% | x | -12% | -28% | -18% | 1% | -4%
COc1ccc(-n2c(Cc3cccn3C)nnc2SCC(=O)Nc2cccc(Cl)c2)cc1 | u | -2% | -3% | -6% | -21% | -15% | 5% | 5%
O=C(CCc1ccccc1)n1nc(-c2ccco2)nc1SCc1ccccc1 | 5% | 11% | x | 7% | -15% | u | -3% | 7%
CC(C1CC1)N(Cc1ccccc1)C(=O)NC(=O)c1cccc(F)c1 (stereo unspecified) | 3% | 1% | -9% | -1% | 5% | -2% | 5% | -1%
C(=N\n1cnnc1)/c1cccc2ccccc12 | -6% | -10% | 8% | 4% | -3% | -2% | 3% | 7%
CC(C)(C#N)Nn1cnnc1 | 4% | -1% | u | 11% | 1% | -3% | -2% | -8%
COC(=O)CC1=COC(O)C2C(CO)=CC[C@@H]12 (stereo partly specified) | -3%[13.5 µM] | 4%[11.6 µM] | x | 4%[11.2 µM] | -15%[11.6 µM] | -11%[11.5 µM] | 0%[11.2 µM] | 10%[17.5 µM]
CNc1ncnc2c1cnn2-c1ccc(C)c(C)c1 | x | 5% | x | 7% | 0% | -3% | 0% | x
CCSc1nnc(NC(=O)C2CCCCC2)s1 | -7% | 0% | 3% | 2% | -6% | -9% | -3% | 10%
Cc1nc2sc(C(c3ccccc3)N3CC(C)OC(C)C3)c(O)n2n1 (stereo unspecified) | -7% | 10% | 0% | 4% | -1% | -14% | 2% | 7%
Cc1c2cnn(-c3ccccc3)c(=O)c2c(C)n1CCCC(=O)N1CCN(C2CCCCC2)CC1 | x | 0% | x | -3% | 1% | -12% | -1% | 7%

As a working copy, some entries already given.
Compound | ALDH1A1 inh | Tau fibril FP | L3MBTL1 inh | TRb-SRC2 inh | Tau fluor counter | Tau fibril ThT | TexasRed fluor | aGal spleen mod
Cc1nc2sc(C(c3ccccc3)N3CC(C)OC(C)C3)c(O)n2n1 (stereo unspecified) | -7% | 10% | 0% | 4% | -1% | -14% | 2% | 7%
Cc1c2cnn(-c3ccccc3)c(=O)c2c(C)n1CCCC(=O)N1CCN(C2CCCCC2)CC1 | x | 0% | x | -3% | 1% | -12% | -1% | 7%
